EPAC1 antag: qHTS for Antagonist of cAMP-regulated guanine nucleotide exchange factor 3 (EPAC1): primary screen | Rap guanine nucleotide exchange factor 3 (Homo sapiens), O95398 | Potency, µM (highest dose often 115 µM), without a hit: top-dose activity change, negative = inhibition, hits mostly inhibitors | EPAC1 GEF assay, Rap1b-BODIPY-GDP exchange fluorescence | hit rate 0.14% among 360,000 | AID 720709, 2013;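 note: potency is the fitted concentration of half-maximal effect; plate controls were vehicle for no effect and positive control for full effect; nearly all actives have a fitted effect of over 50% in size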
Target sequence (O95398 whole entry, looked up): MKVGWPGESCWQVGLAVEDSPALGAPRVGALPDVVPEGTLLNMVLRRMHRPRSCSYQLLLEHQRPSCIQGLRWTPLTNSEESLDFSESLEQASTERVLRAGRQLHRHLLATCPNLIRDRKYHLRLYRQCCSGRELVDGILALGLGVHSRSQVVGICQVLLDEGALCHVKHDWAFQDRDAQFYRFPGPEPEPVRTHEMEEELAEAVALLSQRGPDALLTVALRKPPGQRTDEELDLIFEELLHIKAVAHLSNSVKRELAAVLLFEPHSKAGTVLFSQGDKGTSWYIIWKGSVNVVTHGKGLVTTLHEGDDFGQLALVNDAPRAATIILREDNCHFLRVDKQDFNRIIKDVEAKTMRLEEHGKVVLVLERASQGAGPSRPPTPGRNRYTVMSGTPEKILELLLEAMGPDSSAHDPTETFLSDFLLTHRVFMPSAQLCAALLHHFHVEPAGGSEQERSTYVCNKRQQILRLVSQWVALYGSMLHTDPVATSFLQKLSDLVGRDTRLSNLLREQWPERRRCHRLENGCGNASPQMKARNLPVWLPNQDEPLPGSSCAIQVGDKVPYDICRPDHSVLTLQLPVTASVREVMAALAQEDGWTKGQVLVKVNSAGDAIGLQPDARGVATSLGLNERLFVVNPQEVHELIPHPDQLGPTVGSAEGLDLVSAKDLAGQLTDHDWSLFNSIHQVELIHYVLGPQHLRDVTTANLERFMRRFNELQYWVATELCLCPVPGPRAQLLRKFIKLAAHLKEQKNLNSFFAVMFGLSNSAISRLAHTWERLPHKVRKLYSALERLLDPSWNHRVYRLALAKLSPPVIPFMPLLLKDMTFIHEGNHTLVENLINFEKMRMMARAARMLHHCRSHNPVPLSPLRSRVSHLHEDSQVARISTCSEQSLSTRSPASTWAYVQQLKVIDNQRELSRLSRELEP
Abeta yeast res: qHTS for compounds that reverse cellular toxicity of Amyloid beta (A-beta) peptide in yeast: Primary Screen; yeast expressing A-beta42, growth rescue, OD600, 48 h; response scale: 0% DMSO, 100% iron-clioquinol control; Potency, µM (doses to about 46.1 µM), for the others: top-dose growth rescue, actives largely listed as activators; hit rate 0.063% among 410,000; note: potency is the fitted concentration of half-maximal effect; nearly all actives have a fitted effect of over 55% in size
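Yeast A-beta toxicity model in growth medium with pinned compounds, 48 h at 30 C; growth read as absorbance at 600 nm. Normalized to FeCl3/clioquinol equimolar mix (positive) and DMSO (negative).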
IL-2 act: qHTS of IL-2 Activators; activation, % (series mostly up to about 46 µM); hit rate 0.065% among 360,000; IL-2 activation reporter assay, cell-based qHTS; stimulated with anti-CD3/CD4/CD28 beads; in transgenic mouse T cells; AID 652025, 2013; in the data active = activation above about 50%; inconclusive = mostly about 30% to 49%; note: 0% is about no effect
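Readout: EGFP and DsRed signals by fluorescent plate cytometry. Unstimulated transgenic mouse T cells received compound 60 min before antibody-bead stimulation, then incubated 18 h at 37 degrees C.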
PI5P4K alpha inh: qHTS for Inhibitors of phosphatidylinositol 5-phosphate 4-kinase (PI5P4K) | Phosphatidylinositol 5-phosphate 4-kinase type-2 alpha (Homo sapiens), P48426 | PI5P4Kalpha enzyme, ADP-Glo luminescence, 60 min; stronger effect = lower value | max response, % | hit rate 1.2% among 330,000 | AID 652105, 2013; active = max response of -50% or lower; inconclusive = between -30% and -50%; inactive = -30% or higher; note: value at the top dose of about 77 µM; % is set by controls: 0 for no effect and ±100 for the full control effect
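Controls without substrate or without enzyme flank wells where PI5P4Kalpha converts substrate using 5 microM ATP (final). Incubation lasts 60 minutes at room temperature; ADP formed is read by ADP-Glo luminescence.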
aSyn rescue: qHTS of alpha-syn Inhibitors. hit rate 0.14% among 370,000. Potency, µM (doses to about 46.1 µM), for inactives: at the highest dose growth rescue (activation), usual class: activators. Yeast expressing alpha-synuclein, growth rescue, BacTiter-Glo, 24 h; note: potency is the fitted concentration of half-maximal effect; % of control where 0% means no effect; nearly all actives have a fitted effect of over 65% in size
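Screening used galactose-induced yeast with toxic alpha-synuclein levels, exposed to compound for 24 hr at 30 deg C. Cell growth, read with BacTiter-Glo luminescence, gave the measured signal.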
WRN helicase inh: qHTS for Inhibitors of WRN Helicase | AID 651768, 2012 | hit rate 0.46% among 360,000 | WRN helicase unwinding, fluorescent forked duplex, kinetic | Potency, µM (series often up to 114 µM), for the others: at the top dose activity change, negative = inhibition, hits mostly inhibitors | Bifunctional 3'-5' exonuclease/ATP-dependent helicase WRN (Homo sapiens), Q14191; note: potency is the fitted concentration of half-maximal effect; % is set by controls: 0 for no effect and ±100 for the full control effect; nearly all actives have a fitted effect of over 55% in size
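Fluorescence dequenching readout, ex 525 nm/em 598 nm, kinetic mode: forked duplex DNA (100 nM final) with adjacent fluorophore and quencher unwound by WRN (20 nM final) with 2 mM ATP. Compound preincubation 15 min, room temperature.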
PLK1 PBD block: qHTS for Inhibitors of PLK1-PDB (polo-like kinase 1 - polo-box domain): Primary Screen | AID 720504, 2013 | hit rate 2.8% among 360,000 | Plk1 PBD binding of FITC phosphopeptide, fluorescence polarization | Potency, µM, for the others: max response, negative = inhibition, hits mostly inhibitors | Serine/threonine-protein kinase PLK1 (Homo sapiens), P53350; note: potency is the fitted concentration of half-maximal effect; series mostly up to about 57 µM; % is set by controls: 0 for no effect and ±100 for the full control effect; nearly all actives have a fitted effect of over 65% in size
FUS suppressor: qHTS for Suppressors of FUS Proteinopathy: Primary screen using FUS-linked yeast assay | S. cerevisiae FUS-expressing, growth rescue, OD600, 24 h | Potency, µM (series often up to 76.6 µM), inactives show at the highest dose growth rescue (activation), actives largely listed as activators | hit rate 0.24% among 390,000;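 note: potency is the fitted concentration of half-maximal effect; plate controls were DMSO vehicle for no effect and reference control for full effect; nearly all actives have a fitted effect of over 55% in size; some results filed as inactive show a strong effect at the top dose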
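FUS-expressing yeast, raffinose-pregrown, induced in 2% galactose minimal medium at OD 0.005; compounds in a dilution series, 24hr at 30C. Growth restoration read as absorbance at 600 nm. CP55940 positive control, DMSO negative.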
EPAC1 ag: qHTS for Agonist of cAMP-regulated guanine nucleotide exchange factor 3 (EPAC1): primary screen | AID 720707, 2013 | Rap guanine nucleotide exchange factor 3 (Homo sapiens), O95398 | Potency, µM (top dose mostly 154 µM), for the others: at the highest dose activation, actives largely listed as activators | hit rate 0.073% among 360,000 | EPAC1 agonist qHTS, biochemical assay; response scale: 100% = response to 6.5 mM cAMP; note: potency is the fitted concentration of half-maximal effect; nearly all actives have a fitted effect of over 60% in size
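Nucleotide exchange by EPAC1 (100 nM) on Rap1B–BODIPY-GDP (250 nM) in the presence of 50 uM GDP is tracked fluorescently at 480/540 nm over 30 min. Signals are normalized to a 6.5 mM cAMP control.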
* hit, by the source's call; ? = inconclusive; · = no result given; [ ] = another dose, or the depositor's remark. Unless noted, calls come from the whole dose curve; as a rule, active = well fitted curve in the direction sought with a large enough effect; inconclusive = small, poorly fitted or top-dose-only effect, or another doubt; inactive = no such curve, though single readings can be large; an effect the other way counts as inactive or inconclusive.

SMILES	EPAC1 antag	Abeta yeast res	IL-2 act	PI5P4K alpha inh	aSyn rescue	WRN helicase inh	PLK1 PBD block	FUS suppressor	EPAC1 ag
COc1cc2c(cc1OC)CN(c1nc(CN3CCCCC3)nc3sc4c(c13)CCCC4)CC2	5.3%	8.7%	0.2	4.1	-0.8%	-24.2%[57.1 µM]	9.5%	21.5%	10.1%
O=C1CC(c2ccc(S(=O)(=O)NC3CC3)cc2)CN1 (stereo unspecified)	-5.0%	-9.0%	-3.1	-2.0	-2.1%	6.1%	-8.0%	-19.3%	16.5%
CC(=O)c1ccc(-n2nncc2C)cc1	-8.9%	13.3%	-0.7	-0.2	2.7%	0.8%	-0.5%	2.9%	0.0%
CCCn1c(=O)c2ccccc2n2c(SCCNCCO)nnc12	7.6%	-10.0%	3.9	0.5	-0.7%	6.5%	-13.5%	-14.2%	-13.6%
COc1ccc(NC(=O)c2cc(-c3ccccc3)nc3c2cnn3C(C)C)c(OC)c1	-19.0%	-6.6%	-0.8	16.7	-0.4%	-7.3%	-12.5%	?	2.2%
Cc1ccc(S(=O)(=O)N2CCC(C(=O)NCC(C)(C)N3CCOCC3)CC2)c(C)c1	-5.1%	-12.3%	0.9	14.7	6.1%	7.9%	7.3%	-11.7%	-8.8%
Cc1ccc(C)c(C(Nc2ccccc2)c2ccc3ccc(C)nc3c2O)c1 (stereo unspecified)	-23.1%	?	-0.7	13.6	?	-10.8%	-23.8%	41.7%	6.9%
Cc1ccc(C)c(OCCC(=O)OCC(=O)N(C)c2c(N)n(Cc3ccccc3)c(=O)[nH]c2=O)c1	5.8%	3.6%	0.4	-2.0	5.7%	11.6%	-10.4%	28.6%	6.5%
Cc1noc(NS(=O)(=O)c2ccc(N/C=C\C(=O)c3ccc(F)cc3)cc2)c1C	-12.2%	-8.0%	0.0	-7.5	11.8%	-15.0%	-18.4%	25.8%	8.0%
CS(=O)(=O)Nc1ccc(C2=NN(C(=O)c3ccco3)C(c3ccccc3)C2)cc1 (stereo unspecified)	-12.1%	11.8%	-0.6	-51.4*	1.9%	-9.3%	-3.9%	·	-24.2%
O=C(COC(=O)c1n[nH]c(=O)c2ccccc12)c1ccc(Cl)cc1	11.2%	-4.0%	-2.0	-1.9	-1.5%	-23.2%	-5.0%	·	6.4%
CN(CCOc1ccccc1)C(=S)Nc1ccc(OC(F)F)cc1	-13.0%	?	4.0	1.5	-0.2%	-2.2%	-2.2%	3.8%	2.0%
O=C(COC(=O)CCC(=O)N1CCOCC1)Nc1ccc(Br)cc1Br	-13.6%	7.4%	-0.8	7.1	-6.8%	-14.5%	-2.1%	-5.3%	2.1%
CC1(C)Cc2c(ccc3ccccc23)C(c2cc3ccccc3oc2=O)=N1	-4.6%	14.3%	0.3	0.0	·	-17.8%	-7.2%	8.4%	-2.9%
c1ccc(-c2cc3c(nn2)CCc2nonc2-3)cc1	-1.2%	-2.2%	-0.4	4.0	-9.0%	-2.1%	-0.6%	3.7%	-7.4%
CCOC(=O)C(Cc1ccc(NC(=O)/C(=C/c2ccccc2)NC(=O)c2ccccc2)cc1)N1C(=O)c2ccccc2C1=O (stereo unspecified)	9.4%	13.0%	-3.6	-6.7	-0.5%	3.2%	-0.5%	?	-12.9%
CC(=O)c1c(O)c(C)c(-c2ccccc2)n(-c2ccccc2)c1=O	1.1%	-11.1%	12.0	6.2	-0.2%	-13.7%	-0.5%	-6.1%	-2.7%
Cc1nn(C(=O)CNC(=O)c2ccccc2)c(C)c1C	2.7%	-2.4%	-0.1	-1.8	-14.7%	-0.7%	-5.4%	12.5%	5.4%
CCCS(=O)(=O)NC(=O)C1(C)CCN1C(=O)Cc1ccc(-c2ccccc2)cc1 (stereo unspecified)	-3.1%	0.0%	0.3	1.0	10.0%	-6.0%	1.1%	33.9%	1.0%
CCOC(=O)c1cnn(C(=O)c2ccccc2)c1N	-4.3%	6.7%	2.0	0.0	0.7%	-5.7%	-10.2%	-30.8%	-3.3%
CCc1cccc(NC(=O)NC2CCCCC2)c1	?	12.2%	1.2	-5.3	1.7%	-3.1%	-6.1%	-10.3%	0.0%
Cc1cc(OCC(=O)N2CCC(O)(c3ccc(Cl)cc3)CC2)c2c(C)cc(=O)oc2c1	16.9%	-9.9%	-0.8	5.1	3.9%	-4.9%	-0.5%	-0.6%	-18.4%
O=C(O)Cn1cc(C(=O)c2cccs2)c2ccccc21	9.2%	-5.7%	-0.9	·	6.6%	-2.3%	-5.4%	27.9%	-2.2%
Cc1noc(C)c1COc1ccccc1C(=O)N(C)CC(=O)Nc1cccc(F)c1	11.7%	-0.5%	0.5	10.0	-7.2%	-2.1%	-3.8%	3.9%	-5.2%
COc1ccc(N=C2SC(CC(=O)Nc3ccccc3)C(=O)N2CCc2ccccn2)cc1 (stereo unspecified)	-25.3%	2.0%	-3.0	-3.8	-1.9%	-6.6%	-2.7%	·	-1.1%
O=C(NC1CCCC1)C(c1cccs1)N(C(=O)c1csnn1)c1ccccc1F (stereo unspecified)	-5.5%	-4.5%	0.2	1.7	0.0%	2.6%	-5.6%	2.0%	1.1%
CCN1C(=O)CC(Sc2ccccc2C(=O)O)C1=O (stereo unspecified)	-4.3%	1.1%	-0.1	·	-0.6%	-5.6%	-3.1%	7.5%	1.3%
O=CNc1ccc2c(c1)Cc1cc([N+](=O)[O-])ccc1-2	-5.9%	-2.7%	1.1	-7.4	15.5%	-28.2%	-4.8%	42.2%	8.5%
CC1CCN(C(=O)c2ccc3c(c2)OCCO3)CC1	16.6%	7.6%	2.9	1.3	-31.4%[inhibitor]	-5.0%	-0.9%	21.5%	-1.6%
Cc1nc(SC2CC(=O)N(c3ccc([N+](=O)[O-])cc3)C2=O)nc2c1CCCC2 (stereo unspecified)	-5.6%	-2.3%	-3.2	-4.6	14.0%	2.3%	-17.9%	10.2%	-8.0%
CCCN1CCC(=O)N([C@H](CN=[N+]=[N-])CC(C)C)CC1	3.6%	6.0%	-0.6	-0.8	0.2%	6.2%	-7.1%	-2.7%	-11.7%
O=S(=O)(NCc1cccnc1)c1ccc(Br)s1	-16.9%	19.4%	0.7	·	5.4%	-3.2%	-5.0%	14.9%	16.4%
CC(C)(C)NC(=O)CN(Cc1cccs1)C(=O)CNS(=O)(=O)c1ccc(F)cc1	-9.3%	4.5%	-0.5	-3.3	-8.1%	-10.3%	-4.0%	-37.1%	-1.5%
c1ccc(C2COC(c3cccs3)=N2)cc1 (stereo unspecified)	-3.3%	22.1%	-0.5	·	0.7%	-7.6%	-3.3%	3.8%	8.9%
O=C(CCC(C(=O)c1ccccc1)c1ccccc1)c1ccccc1 (stereo unspecified)	17.2%	9.1%	-4.0	8.7	1.8%	1.3%	5.6%	4.6%	2.3%
COc1ccc(/C=N/NC(=O)/C(=C/c2ccccc2)CCO)cc1	-1.3%	-0.4%	-4.1	-4.6	1.9%	-2.0%	26.7µM*	-3.5%	3.3%
CCc1n[nH]c(=S)n1/N=C/c1ccc(N(C)c2ccccc2)cc1	0.0%	?	-0.5	-2.8	-7.1%	-14.4%	-23.6%	?	13.9%
Cc1c(Br)ccc(NC(=O)c2ccccc2[N+](=O)[O-])c1C	2.3%	-0.4%	-2.2	4.2	0.7%	-0.8%	-12.4%	-33.6%	5.3%
CCCCn1c(N)c(N(CCC(C)C)C(=O)C2=NN(c3cc(C)ccc3C)C(=O)CC2)c(=O)[nH]c1=O	3.0%	5.4%	0.0	-5.1	9.3%	-24.0%	-10.9%	?	-4.4%
CSc1nnc2c3cc(C)ccc3n(Cc3ccccc3)c2n1	-7.7%	0.7%	-1.0	0.7	-1.4%	?	-9.0%	·	-3.8%
COc1ccc(N2CCN(CC(=O)Nc3nnc(-c4ccccc4)s3)CC2)cc1	-10.4%	4.5%	1.2	-1.4	-7.6%	-3.2%	-3.0%	37.0%	-3.9%
O=C(CNc1ccc(F)cc1F)NC(=O)NCc1ccco1	?	-10.8%	-3.9	-17.6	?	?	-20.1%	21.0%	-1.4%
COC(=O)C(C(=O)OC)c1ccc(N)cc1	-4.3%	7.9%	0.2	-7.8	-9.1%	0.1%	-1.3%	11.3%	-0.4%
CCCCOC(=O)CSc1nnc(-c2ccc(Cl)cc2Cl)o1	7.5%	23.8%	0.1	15.4	7.4%	-8.8%	-4.1%	8.7%	1.7%
COC(=O)c1ccccc1S(=O)(=O)NNC(=O)Nc1ccccc1	3.0%	-24.8%	-0.4	-8.3	-3.3%	6.1%[57.1 µM]	-4.3%	-15.3%	4.2%
CC(=O)NC1=NC(=O)C(C)S1 (stereo unspecified)	8.7%	-9.0%	2.3	-2.7	2.6%	2.9%	-24.2%	-21.9%	16.8%
CC(C)CC[n+]1ccn(-c2nc3ccccc3nc2[N-]S(=O)(=O)c2ccc(Cl)cc2)c1	-3.7%	5.9%	3.7	1.6	6.4%	-9.0%	-6.7%	16.7%	-1.2%
O=C(NC1CCCc2c1cnn2-c1ccccc1F)c1ccccn1 (stereo unspecified)	-10.0%	-0.2%	-0.2	-2.8	6.1%	0.0%	-14.0%	12.6%	-0.7%

High-throughput results as filed in PubChem BioAssay.
